NCI-60 one-dose screen, 48 h, at 10 µM unless noted. Numbers give growth in % (100 = growth as untreated, 0 = no growth, -100 = all killed).
NCI-H226: NCI-H226 lung cancer. 3.5% of 79,000 active
NCI/ADR-RES: NCI/ADR-RES ovarian cells | 4.4% of 81,000 active | AID 1794790
HCT-116: HCT-116 colon cancer. 7.3% of 82,000 active
NCI-H322M: NCI-H322M lung cancer; AID 1794733; 2.7% of 80,000 active
HCT-15: HCT-15 colon cancer; AID 1794746; 5.2% of 82,000 active
NCI-H23: NCI-H23 lung cancer; 4% of 80,000 active
NCI-H460: NCI-H460 lung cancer; 6.8% of 82,000 active
NCI-H522: NCI-H522 lung cancer | 8% of 78,000 active | AID 1794739
COLO 205: COLO 205 colon cancer | 7.3% of 79,000 active | AID 1794742
The depositor's hits bear a star; x = not tested or not shown; [ ] = remark or other dose. How the source made its calls: active means growth percent below 10; inactive means the rest.

SMILES	NCI-H226	NCI/ADR-RES	HCT-116	NCI-H322M	HCT-15	NCI-H23	NCI-H460	NCI-H522	COLO 205
CCOC(=O)/C=C/CSC(=S)OCC	103	107	108	109	99	105	105	100	110
CCCC(O)(c1ccccc1)c1ccccc1	102	108	x	98	109	104	109	x	111
NC(=O)C(=O)Cc1nc2ccccc2s1	88	106	106	105	108	96	107	82	106
COc1ccc2oc(=O)cc(C3CC(=O)Oc4n[nH]c(C)c43)c2c1 (stereo unspecified)	101	107	95	98	104	104	109	76	103
COc1ccc(NC(=O)Nc2ccccc2CNc2nc(Nc3ccc(OCCN4CCCC4)cc3)ncc2Cl)cc1	76	6.5*	-20*	37	5.1*	43	-71*	-3.3*	1.6*
Cn1ccnc1C(=O)/C=C/c1ccc(CC(=O)Nc2ccccc2)cc1	47	13	18	2.7*	6.3*	19	-19*	13	4.8*
O=P(Nc1ccccc1)(Nc1ccccc1)c1ccccc1	97	113	103	106	102	105	109	x	108
O=S(=O)(Nc1ccccc1)c1ccccc1	97	107	96	94	98	93	111	92	107
COC12C=C/C(=C(/C(=O)OCc3cncnc3)C(=O)CCCCCCCCC3(OC)C=C/C(=C(/C(=O)OCc4cncnc4)C(=O)CCCCCCCC1)O3)O2	-78*	8.1*	-64*	-66*	-49*	-50*	-21*	-34*	-31*
COc1ccc(/C(C#N)=C/c2ccc(N(C)CCC#N)cc2)cc1	98	61	86	106	59	78	86	63	106
CCCc1nc(C(C)(C)O)c(C(=O)OCc2oc(=O)oc2C)n1Cc1ccc(-c2ccccc2-c2nn[nH]n2)cc1	98	95	102	104	111	86	113	97	101
COc1cc(C2CC(c3ccccc3)=Nc3c(N)nc(N)nc3N2)ccc1Oc1nc(Nc2ccc(F)cc2)nc(N(C)C)n1 (stereo unspecified)	40	37	3.4*	72	21	44	11	66	28
O=C1c2ccccc2C(=O)c2c1c(C(=O)c1ccc(Cl)cc1)n1c2ccc2c3ccccc3ccc21	103	103	104	113	103	96	109	93	128
NS(=O)(=O)c1ccc(-n2cc(-c3cccc(NC(=O)c4cccc(OC(F)(F)F)c4)c3)nn2)cc1	124	117	108	97	103	x	100	104	122
N#[N+]c1ccc2c(S(=O)(=O)Oc3ccc(C(=O)c4ccccc4)c(OS(=O)(=O)c4cccc5c([O-])c([N+]#N)ccc45)c3)cccc2c1[O-]	83	83	73	97	92	90	85	63	96
CCn1c(Sc2nnc(NC(=O)CCN3CCOCC3)s2)nc2c1c(=O)n(C)c(=O)n2C	102	110	99	105	103	110	106	91	x
COC(=O)c1cc(-c2ccc(F)cc2)[nH]c(=O)c1C#N	97	104	101	98	99	96	105	94	114
COc1ccc(-c2cc(C)nc3[nH]c(=O)sc23)cc1	36	62	52	68	88	74	52	62	119
O=C(Nc1ccc(Cl)cc1)Nc1cccc2nsnc12	72	69	56	109	77	60	81	43	94
CC(C)C1=NOC(=O)C1=Cc1cn(-c2ccccc2)nc1-c1cccc([N+](=O)[O-])c1	102	97	35	98	60	92	88	75	109
O=C(CS)OCC(COC(=O)CS)(COC(=O)CS)COC(=O)CS	98	74	80	58	85	85	75	76	105
Cc1cn(-c2cc(NC(=O)c3cncc(C#Cc4cnc5ccc(OCCCS(C)(=O)=O)nn45)c3)cc(C(F)(F)F)c2)cn1	4.4*	90	3.6*	24	38	-5.3*	19	3.6*	-30*
OCC(O)C(O)C1OC(O)C(O)C(O)C1O (stereo unspecified)	92	100	102	100	99	100	106	105	99
C/C=C\C=C\C(=O)O	108	90	95	104	102	91	104	76	118
O=C1Nc2ccccc2/C1=N\c1nnc(-c2ccc(Cl)cc2)o1	88	97	93	87	87	91	100	92	108
CC(=O)Nc1ccc(C(Cl)=C(Cl)Cl)cc1	112	94	96	110	94	83	114	103	98
O=C(OCc1ccc2c(Cl)cc(Cl)c(O)c2n1)n1cncn1	59	5.5*	30	50	19	44	20	51	97
O=c1[nH]c(=O)n(Cc2ccc(O)cc2)cc1F	x	102[50 µM]	100[50 µM]	103[50 µM]	101[50 µM]	99[50 µM]	104[50 µM]	x	112[50 µM]
CCN(CC)c1cccc(OC(=O)Nc2cccc(C(F)(F)F)c2)c1	89	106	105	104	103	100	106	79	99
O=c1[nH]c(NCc2ccccc2)nc2cc(-c3ccccc3)sc12	99	78	95	78	90	86	100	90	103
c1ccc(CN(Cc2ccccc2)N(Cc2ccccc2)Cc2ccccc2)cc1	71	102	67	103	90	75	94	81	97
NC(N)=Nc1ccc(/C=C2\C=Cc3ccccc32)cc1	75	81	48	71	68	70	63	43	-78*
COc1ccc(C2=Nc3c/c(=C\c4c(O)[nH]c5ccccc45)ccc3=N2)cc1	93	84	48	97	59	72	91	88	68
O=C(C(=O)c1cccc(C(=O)C(=O)c2ccccc2)c1)c1ccccc1	x	104	105	102	96	103	102	81	109
COc1ccc2c(c1)c(C1(c3cn(C)c4ccc(OC)cc34)C(=O)Nc3ccc(F)cc31)cn2C	58	70	76	63	66	88	39	69	88
C/C=C\CSc1ncnc2nc[nH]c12	97	109	104	108	88	100	96	96	104
O=C1C(c2cccs2)=C(c2c[nH]c3ccccc23)C(=O)N1O	86	115	97	98	114	103	101	98	113
COc1ccc(Cl)c2ccc(/C=C3\SC(=S)N(CCc4ccc(O)cc4)C3=O)nc12	95	95	103	103	101	93	100	63	119
COc1cc2c(cc1OC)C(=O)CCC2	88	107	97	107	96	103	106	90	116
N#Cc1c(Nc2ccc(O[C@H]3CO[C@H]4[C@@H]3OC[C@@H]4O)c(Cl)c2)c2ccccc2n(Cc2ccccc2)c1=O	104	106	97	93	106	107	110	88	117
O=C(CN1C(=O)NC2NC(=O)NC21)N/N=C/c1ccc(Cl)cc1Cl (stereo unspecified)	96	104	101	104	104	102	105	93	125
CCCCOc1ccc(C(=O)Nc2cc(C)on2)cc1	103	100	89	111	91	104	110	103	104
CCOc1ccc2c(c1)C(C)=CC(C)(C)N2	92	110	89	103	113	95	103	94	95
CC/C(=C(/CC)c1ccc(OP(=O)(O)O)cc1)c1ccc(OP(=O)(O)O)cc1	100	97	103	101	88	96	97	95	110
Cc1oc(-c2ccccc2)cc1C(=O)Nc1ccc(F)cc1	84	99	95	106	92	97	101	83	112
COc1ccc(Cc2nnc3sc(SC)nn23)cc1	95	101	105	101	108	95	108	88	117
Cn1cc(-c2csc(-c3ccccc3)n2)c2cccnc21	-12*[100 µM]	-28*[100 µM]	-77*[100 µM]	-24*[100 µM]	-40*[100 µM]	-54*[100 µM]	-56*[100 µM]	-24*[100 µM]	-67*[100 µM]
C=CC(=O)c1c(C)cc(C)cc1C	97	106	73	106	102	99	107	71	101
CCCCC1C(=O)NN(c2ccccc2)C1=O (stereo unspecified)	97	102	66	106	116	120	106	99	x
Cc1cc2nc(-c3c(N)ncc(C#N)c3-c3ccc(Cl)cc3)[nH]c2cc1C	92	54	35	81	67	50	43	41	67
N#C/C(=C\c1ccccn1)c1cc2ccccc2[nH]1	89	84	95	93	65	70	85	71	102
CN(C)c1ccc(SC#N)cc1	106	116	110	106	105	101	109	101	110
CCC(CC)C(O)CCCN(C)C (stereo unspecified)	x	110	108	111	106	109	119	98	106
CNC(=O)CC[C@@]1(C)[C@H](O)CC[C@@H]2[C@@H]1CC[C@]1(C)[C@@H]([C@H](C)CCCC(C)C)CC[C@@H]21	76	65	34	64	27	51	20	66	32
CC(=O)N(c1nc2ccccc2s1)N1C(=O)c2ccccc2C1=O	80	103	101	106	103	90	104	x	105
COC(=O)c1ccc(NC2=C(Cl)C(=O)c3nc(C)ccc3C2=O)cc1	81	20	43	101	23	55	92	60	111
C/C(Cc1ccc(Cl)cc1)=C(\c1ccc(OCCCN(C)C)cc1)c1ccc(OC(=O)c2ccccc2)cc1	107	107	67	95	89	98	101	81	101
CCCc1cc(=O)oc2c3c(c4c(c12)OC(C)(C)C=C4)O[C@@H](C)[C@H](C)C3=O	90	0.5*	36	81	98	61	60	72	75
OC1CC2COCC2CC1O (stereo unspecified)	108	103	99	103	100	106	97	88	102
O=C1CCC23OC(c4ccccc4)(C(=O)c4ccccc4N12)C1SSCC(=O)N13 (stereo unspecified)	97	94	103	105	98	93	94	101	120

(more compounds)
SMILES	NCI-H226	NCI/ADR-RES	HCT-116	NCI-H322M	HCT-15	NCI-H23	NCI-H460	NCI-H522	COLO 205
COc1ccc(C(=O)c2cc(C(=O)/C=C/c3c(Cl)cccc3Cl)c3cc(C)ccn23)cc1	103	x	100	98	100	x	100	92	108
COC(=O)N1CCN(CCNCc2ccc(NC(=O)c3ccc(C)c(C#Cc4cnc5cccnn45)c3)cc2C(F)(F)F)CC1	31	6.7*	4.9*	75	6.9*	36	22	30	2.5*
CCOC(=O)c1cc(-c2nc3ccccc3s2)c(=O)n(NS(=O)(=O)c2ccccc2)c1N	66	100	95	98	98	93	100	92	119
O=[N+]([O-])c1ccc(/C=N/c2nnc(-c3ccc(Cl)cc3)o2)cc1	99	101	97	104	96	96	114	89	117
CCOC(=O)c1cc2c(n1Cc1cc(OC)c(OC)c(OC)c1)-c1nc(NC(C)=O)sc1CCC2	74	79	74	91	76	75	91	61	83
O=C(NCc1cccc(Cl)c1)C1=NOC(Cc2nc3ccccc3[nH]2)C1 (stereo unspecified)	103	95	94	101	96	101	103	93	111
O=C(c1ccccc1)c1cccc([N+](=O)[O-])c1	103	106	108	144	114	101	109	100	x
O=Cc1ccc(CO)o1	108	105	106	112	106	106	105	68	114
CCOC(=O)c1c2c(n3cccc(Cl)c13)C(=O)c1ncccc1C2=O	x	38	8.4*	26	26	34	10	81	73
C/C(=N/NC(N)=O)c1ccco1	x	101	101	107	102	97	107	91	105
N#Cc1c(-c2c(Cl)cccc2Cl)[nH]c(=S)[nH]c1=O	95	108	101	97	109	103	109	93	111
Cc1ccc(Nn2c(SCC(=O)Nc3nc4ccccc4s3)nc(C)c2C)cc1	76	75	51	105	48	75	70	76	104
CCCCCCC/C=C/C1CC(=O)OC1=O (stereo unspecified)	105	115	107	104	x	105	116	98	108
O=COCCc1ccccc1	99	107	106	106	101	106	112	165	107
Clc1ccc(-c2cc(-c3ccccc3)nc(NCCNc3ccnc4cc(Cl)ccc34)n2)cc1	78	-63*	-79*	45	-73*	74	-52*	-36*	-81*

Twelve of these compounds in another layout.
Order of values – NCI-H226, NCI/ADR-RES, HCT-116, NCI-H322M, HCT-15, NCI-H23, NCI-H460, NCI-H522, COLO 205
O=[N+]([O-])c1ccc(/C=N/c2nnc(-c3ccc(Cl)cc3)o2)cc1
    99, 101, 97, 104, 96, 96, 114, 89, 117
CCOC(=O)c1cc2c(n1Cc1cc(OC)c(OC)c(OC)c1)-c1nc(NC(C)=O)sc1CCC2
    74, 79, 74, 91, 76, 75, 91, 61, 83
O=C(NCc1cccc(Cl)c1)C1=NOC(Cc2nc3ccccc3[nH]2)C1 (stereo unspecified)
    103, 95, 94, 101, 96, 101, 103, 93, 111
O=C(c1ccccc1)c1cccc([N+](=O)[O-])c1
    103, 106, 108, 144, 114, 101, 109, 100, x
O=Cc1ccc(CO)o1
    108, 105, 106, 112, 106, 106, 105, 68, 114
CCOC(=O)c1c2c(n3cccc(Cl)c13)C(=O)c1ncccc1C2=O
    x, 38, 8.4*, 26, 26, 34, 10, 81, 73
C/C(=N/NC(N)=O)c1ccco1
    x, 101, 101, 107, 102, 97, 107, 91, 105
N#Cc1c(-c2c(Cl)cccc2Cl)[nH]c(=S)[nH]c1=O
    95, 108, 101, 97, 109, 103, 109, 93, 111
Cc1ccc(Nn2c(SCC(=O)Nc3nc4ccccc4s3)nc(C)c2C)cc1
    76, 75, 51, 105, 48, 75, 70, 76, 104
CCCCCCC/C=C/C1CC(=O)OC1=O (stereo unspecified)
    105, 115, 107, 104, x, 105, 116, 98, 108
O=COCCc1ccccc1
    99, 107, 106, 106, 101, 106, 112, 165, 107
Clc1ccc(-c2cc(-c3ccccc3)nc(NCCNc3ccnc4cc(Cl)ccc34)n2)cc1
    78, -63*, -79*, 45, -73*, 74, -52*, -36*, -81*

(continued)
SMILES	NCI-H226	NCI/ADR-RES	HCT-116	NCI-H322M	HCT-15	NCI-H23	NCI-H460	NCI-H522	COLO 205
Nc1ccc(C(=O)Nc2ccc(Nc3ccncc3)cc2)c([N+](=O)[O-])c1	107	106	105	101	107	102	113	86	105
CC(C)C(C(=O)O)c1ccccc1 (stereo unspecified)	98	96	97	92	99	89	107	62	103
O=C(O)C(=O)Cc1ccc(Br)cc1[N+](=O)[O-]	91	98	107	99	100	96	111	107	115
CCCCCCCCCCCl	x	104	101	101	102	104	104	92	110
O=C(O)CCCn1c2c(sc3ccccc32)c(=O)n2nnc(-c3ccccc3)c12	83	108	x	86	67	118	74	35	110
Cc1nc(Nc2ccc(NC(=S)Nc3ccccc3)cc2)nc2nc(NCc3ccccc3)[nH]c(=O)c12	79	107	103	180	93	93	116	32	123
COc1cc(F)c(Cn2c(-c3c(F)cc(OC)cc3F)nc3c(C)cccc32)c(F)c1	99	99	49	78	81	88	88	55	95
CCOc1cc2ncc(C#N)c(Nc3ccc(OCc4cccc(F)c4)c(Cl)c3)c2cc1NC(=O)CC1CCSS1 (stereo unspecified)	56	79	-25*	6.5*	66	47	-57*	58	32
Nc1ccc(Cl)c2c(=O)cc[nH]c12	96	99	98	108	110	94	102	87	105
CCCCC(C#N)c1ccccc1 (stereo unspecified)	97	100	86	85	111	96	111	54	114
O=C(CCl)n1nnnc1-c1ccccc1	99	97	95	98	99	91	107	89	100
C[C@]12C=CC(=O)C=C1CC[C@@H]1[C@@H]2[C@@H](O)C[C@@]2(C)[C@H]1CC[C@]2(O)C(=O)CO	x	95	108	145	108	108	98	81	110
N#C/C(=C\c1ccc(CO)o1)C(N)=O	101	109	104	101	102	105	113	91	122
O=C(/C=C/CN1CCOCC1)Nc1cc2c(Nc3cccc(Cl)c3F)ncnc2cc1OCCOC(F)F	80	61	83	4.9*	69	85	93	6.0*	95
O=c1[nH]c2[nH]c(S(=O)(=O)O)nc(=S)c2[nH]1	104	104	98	94	95	103	103	83	107

The order is random, and some 12% of all compounds hit somewhere here.
